MOR-DOR ag – OPRM1-OPRD1 heterodimerization agonism; cells, luminescence; P35372+P41143; AID 504326; activation, % at 9.3 µM; 0.3% of 340,000 active; in the data active = activation above about 18%;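 also: 0% = vehicle-treated cells and 100% = reference agonist; values of inactives mirror those of a sister screen read the other way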
HTR5A ag ctr – HTR5A agonism, opioid heterodimer counter-screen; P47898; activation, % at 9.3 µM; 0.61% of 340,000 active; HTR5A agonist assay, luminescence, cell-based; in the data active = activation mostly above about 9.5%, no sharp cut-off; inactive = mostly below about 7.6%;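 also: 0% = cells with vehicle only and 100% = reference agonist; strong numbers were not always called active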
MOR-DOR inv ag – inverse agonist of human OPRM1-OPRD1 heterodimerization | cell-based MOR-DOR heterodimer luminescence, inverse agonism | inhibition, % at 9.3 µM | 0.21% of 340,000 active | AID 504357; in the data active = inhibition above about 22%, passing the limit was not always enough;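 also: 0% = cells with DMSO and 100% = wells without cells with DMSO; values of inactives mirror those of a sister screen read the other way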
PKA-R1A activ – PKA-R1A complex activation | 0.083% of 340,000 active | PKA-R1A dissociation, Cy5-IP20 fluorescence polarization; scaled: DMSO 0%, 113 µM cGMP 100% | activation, % at 11.4 µM | AID 504707 | P00514+P68181;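 active = percent activation above the mean of all tested compounds plus 3 SD, cut at about 19% in these data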;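 also: higher means more PKAc released from R1A so a rise in polarization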
AddAB inh – less growth of phage-infected E. coli with AddAB | E. coli expressing H. pylori AddAB, absorbance growth | inhibition, % at 11.9 µM | 0.29% of 330,000 active; in the data active = inhibition above about 12%;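 also: 0% = vehicle wells of infected cells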
SUMO Mot1 rescue – SUMOylation pathway inhibition by Mot1-301 growth rescue; 1% of 320,000 active; S. cerevisiae Mot1-301 growth rescue, ATP luminescence, 38.5C; percent above DMSO median, 100 means doubled; growth rescue, % at 18.8 µM;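 active = every valid replicate shows activation above 250% relative to neutral control wells; inactive = the rest, any valid replicate at or below 250%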;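 also: OY570 slx delta 5 strain wells were the positive control but not used for scaling; some compounds called inactive have numbers as strong as hits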
PfHsp90 yeast 2 – inhibits growth of yeast expressing Plasmodium falciparum Hsp90. 0.32% of 310,000 active. AID 504621. S. cerevisiae expressing PfHsp90, BacTiter-Glo ATP, 48 h; yeast lacking PDR1 and PDR3 efflux regulators. inhibition, % at 9.4 µM;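 active = every replicate shows inhibition above about 80%, whatever the replicate mean, limit read from the data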;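 also: 0% = DMSO neutral controls and 100% = 20 µM radicicol positive controls; yeast relying on Plasmodium falciparum Hsp90 in place of its own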
E coli growth – bacterial growth inhibition, counter-screen for AddAB inhibitors. E. coli V3065 growth, OD600 absorbance, 18 h. 0.27% of 330,000 active. inhibition, % at 11.9 µM;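 active = inhibition above the campaign's mean inhibition across all tested compounds plus 3 SD, cut at about 9.9% in these data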;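 also: uninfected addAB+ strain grown without phage in ampicillin broth; 0% = DMSO wells and 100% = ciprofloxacin 0.95 µg/ml wells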
phage Ecoli inh – E. coli growth loss with phage present; growth absorbance; inhibition, % at 11.9 µM; 0.26% of 360,000 active; in the data active = inhibition above about 11%
DSG3 Ab inh – blocks pemphigus antibody binding to human desmoglein-3; binding (percent of control), % at 10 µM; 0.48% of 310,000 active; P32926; AID 588358; DSG3-coupled beads, scFv-anti-DSG3-GFP binding, flow cytometry; hits give low values;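 active = binding more than 3 SD below its plate's average and above zero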;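 also: hits lower antibody fragment binding to DSG3; some compounds called inactive have numbers as strong as hits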
Target sequence (P32926 whole entry, looked up, the tested form may be a part): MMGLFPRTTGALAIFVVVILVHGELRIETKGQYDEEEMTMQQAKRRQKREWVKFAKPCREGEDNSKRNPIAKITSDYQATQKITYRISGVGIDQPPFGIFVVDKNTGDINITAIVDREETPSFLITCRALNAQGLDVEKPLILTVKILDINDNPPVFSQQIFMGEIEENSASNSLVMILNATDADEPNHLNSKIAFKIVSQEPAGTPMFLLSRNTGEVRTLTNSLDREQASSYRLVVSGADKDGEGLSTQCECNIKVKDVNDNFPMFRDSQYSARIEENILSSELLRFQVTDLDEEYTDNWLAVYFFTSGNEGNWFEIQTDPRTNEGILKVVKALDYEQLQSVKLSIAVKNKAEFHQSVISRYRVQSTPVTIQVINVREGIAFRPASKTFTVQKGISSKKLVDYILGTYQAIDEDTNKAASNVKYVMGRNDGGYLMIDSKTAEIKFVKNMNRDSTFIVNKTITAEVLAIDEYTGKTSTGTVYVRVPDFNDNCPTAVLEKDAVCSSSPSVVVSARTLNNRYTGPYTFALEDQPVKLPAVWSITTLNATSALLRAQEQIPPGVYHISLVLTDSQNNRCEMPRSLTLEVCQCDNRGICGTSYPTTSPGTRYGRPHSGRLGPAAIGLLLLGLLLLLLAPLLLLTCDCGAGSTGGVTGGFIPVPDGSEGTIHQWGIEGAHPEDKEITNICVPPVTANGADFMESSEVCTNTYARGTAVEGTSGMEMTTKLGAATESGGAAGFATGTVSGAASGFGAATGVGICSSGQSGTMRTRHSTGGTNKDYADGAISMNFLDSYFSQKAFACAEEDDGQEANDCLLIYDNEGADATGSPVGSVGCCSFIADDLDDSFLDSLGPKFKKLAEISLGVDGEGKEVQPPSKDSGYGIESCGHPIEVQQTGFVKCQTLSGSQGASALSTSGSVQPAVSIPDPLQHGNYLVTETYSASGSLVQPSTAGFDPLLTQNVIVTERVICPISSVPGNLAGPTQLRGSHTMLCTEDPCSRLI
HTR5A inv ag – HTR5A inverse agonism, opioid heterodimer counter-screen. P47898. HTR5A cell line, luminescence. inhibition, % at 9.3 µM. 0.083% of 340,000 active. AID 504634; in the data active = inhibition mostly above about 23%, no sharp cut-off; inactive = mostly below about 18%;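 also: 0% = cells with DMSO and 100% = no-cell wells with DMSO; some compounds called inactive have numbers as strong as hits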
* marks the source's active call; other numbers are inactive results; . = no result given.

SMILES | MOR-DOR ag | HTR5A ag ctr | MOR-DOR inv ag | PKA-R1A activ | AddAB inh | SUMO Mot1 rescue | PfHsp90 yeast 2 | E coli growth | phage Ecoli inh | DSG3 Ab inh | HTR5A inv ag
CC[C@@H](C)[C@H](CNC)NC[C@@H](Cc1cccc2ccccc12)NCCc1cccc(C(F)(F)F)c1 | 24* | 9 | -128 | 6 | -2.4 | -17 | 0 | -3.4 | 2.1 | 118 | -77
COc1ccc(-c2ccc(-c3noc(-c4ccccc4)n3)c(OC)n2)cc1 | -0.5 | 8 | 3 | 4 | 1.1 | 1 | 7 | 3.0 | 0.4 | 124 | 17
Cc1ccc(C2(C)NC(=O)N(CC(=O)Nc3ccc(-c4nc5ccc(C)cc5s4)cc3)C2=O)cc1 (stereo unspecified) | 1.5 | 6 | -7 | -3 | -0.3 | 8 | 4 | -2.1 | 3.8 | 89 | -17
COc1ccc(NC(=O)CN2C(=O)CSc3ccc(S(=O)(=O)N4CCC(C)CC4)cc32)cc1 | 1.8 | 2 | -9 | 1 | 4.0 | -14 | -42 | -1.5 | 2.7 | 92 | -15
CCc1ccc(OCC(=O)Nc2ccc(CN3CCCCC3)cc2)cc1 | -1.0 | 2 | 5 | -2 | 3.7 | 42 | 9 | 3.2 | 5.7 | 97 | -6
Cn1c(=O)n(Cc2ccco2)c(=N)c2c3c(sc21)CCC3 | -2.9 | 0 | 15 | -1 | -1.3 | -20 | -5 | -0.9 | 1.6 | 96 | 0
COc1cccc(/C=C/C(=O)OCC(=O)Nc2cccc(S(=O)(=O)N3CCCCC3)c2)c1OC | -1.7 | 5 | 10 | -6 | 1.0 | 582 | -24 | -0.6 | 3.1 | 94 | -12
CC1CN(CCn2cnc3c(N)ncnc32)CC(C)O1 (stereo unspecified) | . | . | . | -8 | 1.7 | -1 | 18 | -1.8 | 0.5 | 112 | .
O=C(CN1CCN(c2ccccn2)CC1)N1CCc2ccccc21 | 0.4 | 5 | -3 | -1 | -0.8 | -11 | 5 | -3.9 | 3.4 | 102 | -15
O=C(Cn1c(=O)n(CCC(=O)N2CCc3ccccc3C2)c(=O)c2ccccc21)NCC1CCCO1 (stereo unspecified) | -1.0 | -2 | 5 | -6 | . | . | . | . | 0.2 | . | 3
Cc1ccnc(NS(=O)(=O)c2ccc(NC(=O)Cc3ccc(Cl)cc3)cc2)n1 | 0.3 | 5 | -1 | 3 | -3.0 | -8 | -16 | -1.4 | -0.2 | 99 | -18
O=C(c1ccc2nccnc2c1)N1CCN(c2cccc(C(F)(F)F)c2)CC1 | -3.2 | 1 | 12 | -1 | 1.7 | -18 | -2 | -2.5 | 1.6 | . | -3
Cc1ccc2[nH]c(CCN(C)C)c(CN3CCOCC3)c2c1 | 1.1 | 0 | -5 | -6 | 1.8 | -20 | -6 | -2.4 | -3.6 | . | 1
CC1=C([N+](=O)[O-])C(c2ccc3c(c2)OCO3)N(C)C(=O)N1C (stereo unspecified) | 0.7 | -7 | -3 | 0 | 3.0 | -16 | -13 | -0.6 | 0.6 | 101 | 1
c1ccc(-c2cn3ccccc3n2)cc1 | -0.5 | -1 | 2 | -10 | . | . | -8 | . | 3.7 | 115 | 2
CNC(=O)c1c(O)c2cccc3c2n(c1=O)CC3 | -1.9 | 1 | 11 | -5 | -0.5 | -23 | -1 | -2.3 | 1.0 | 97 | -2
O=C(Nc1cccnc1)c1cccc(S(=O)(=O)N2CCCC2)c1 | 1.5 | 4 | -8 | -7 | 5.5 | -9 | 21 | 1.0 | -0.6 | 103 | -10
CC(=O)c1ccccc1NC(=O)CSc1nc2ccccc2c(=O)n1CCCN1CCOCC1 | -2.4 | -1 | 13 | 2 | -0.3 | 0 | 24 | -2.3 | 0.4 | 125 | 5
COc1ccc(-c2c(-c3ccc4c(c3)OCO4)noc2C)cn1 | 0.1 | 3 | -1 | 8 | 4.9 | 8 | 4 | -3.7 | 1.2 | 98 | -26
COc1ccc(OCC(=O)Nc2ccccc2Cl)cc1 | -1.4 | 1 | 7 | -5 | 2.0 | 0 | . | 0.6 | 0.8 | 124 | -12
Cc1cc(NC(=O)c2ccc(NC(=O)CC(C)C)cc2)no1 | 1.9 | 2 | -10 | -1 | 3.8 | 0 | 23 | 1.1 | 3.0 | 91 | -11
CS(=O)(=O)N1CCC(C(=O)Nc2ccccc2Sc2ccccc2)CC1 | -2.1 | 4 | 13 | -2 | 0.1 | -4 | -9 | 1.6 | 3.1 | 102 | -7
NC(=O)NC(=O)COC(=O)CCSc1ccccc1 | -2.7 | 2 | 13 | 2 | 0.8 | 216 | 7 | 1.6 | 1.7 | 102 | -20
CCN1CCN(C(=O)/C=C/c2ccc(F)cc2)CC1 | . | . | . | . | 1.7 | 4 | . | -1.0 | 0.4 | 108 | .
CCOC(=O)N1CCC(N2Cc3cccc(C(=O)Nc4cccc(F)c4)c3C2=O)CC1 | -1.4 | -3 | 9 | -3 | 2.5 | 32 | 13 | -2.5 | 3.8 | 83 | 9

MOR-DOR ag, hit marks shown above.
| SMILES | MOR-DOR ag | MOR-DOR inv ag | PKA-R1A activ | AddAB inh | SUMO Mot1 rescue | PfHsp90 yeast 2 | phage Ecoli inh | DSG3 Ab inh |
| --- | --- | --- | --- | --- | --- | --- | --- | --- |
| CC[C@@H](C)[C@H](CNC)NC[C@@H](Cc1cccc2ccccc12)NCCc1cccc(C(F)(F)F)c1 | 24* | -128 | 6 | -2.4 | -17 | 0 | 2.1 | 118 |

Carrying on.
SMILES | MOR-DOR ag | HTR5A ag ctr | MOR-DOR inv ag | PKA-R1A activ | AddAB inh | SUMO Mot1 rescue | PfHsp90 yeast 2 | E coli growth | phage Ecoli inh | DSG3 Ab inh | HTR5A inv ag
CN(C)CCCN(Cc1cc2cc3c(cc2[nH]c1=O)OCCO3)C(=O)NC1CCCCC1 | -1.6 | 5 | 8 | -4 | -4.2 | 4 | 19 | -4.4 | -0.6 | 90 | -5
NC(=O)C1CCN(c2ccc([N+](=O)[O-])cc2Cl)CC1 | -0.8 | 4 | 4 | -1 | -0.1 | 84 | -19 | 2.2 | 3.8 | 98 | -4
COc1ccc(CC(=O)N/N=C/c2cccn2-c2ccc([N+](=O)[O-])cc2)cc1OC | -0.2 | 0 | 1 | -11 | 0.3 | -17 | -22 | -2.5 | -0.1 | 91 | 9
C[C@H](CO)N1C[C@H](C)[C@@H](CN(C)S(=O)(=O)c2ccccc2)Oc2ccc(NC(=O)Nc3ccc4c(c3)OCO4)cc2C1=O | -0.4 | 3 | 2 | -2 | 3.9 | 11 | 9 | -1.0 | 2.0 | 100 | 2
O=C(NC1CCCCC1)C1CCCN1C(=O)NCc1ccccc1 (stereo unspecified) | -1.2 | 0 | 7 | 1 | 6.0 | -4 | 3 | 2.7 | 1.4 | 106 | 9
COc1ccc(N2CCN(C(=O)CCNC(=O)c3ccccc3)CC2)cc1 | -1.9 | -6 | 10 | -1 | 3.0 | 2 | 14 | 3.0 | 3.8 | 100 | -10
O=C1c2ccccc2C(O)N1c1ccccc1 (stereo unspecified) | -2.3 | 9 | 12 | -8 | 0.6 | -10 | -7 | 0.8 | 1.2 | 109 | -24
C=CC[C@H](CC(=O)N[C@H](CO)Cc1ccccc1)C(=O)N[C@H](COC(=O)[C@@H](CC=C)CC(=O)OC(C)(C)C)Cc1c[nH]c2ccccc12 | 6.3 | -2 | -34 | 0 | 0.2 | 3 | -3 | -1.1 | 2.4 | 109 | 5
O=C(NC1CCCCCCC1)c1ccccc1-c1ccccc1 | -1.7 | 1 | 10 | -5 | 0.3 | 10 | -28 | -2.4 | 1.6 | 92 | -1
CCN(C[C@H]1N[C@@](Cc2ccccc2)(C(=O)OC)[C@H]2C(=O)N(Cc3ccccc3)C(=O)[C@@H]12)C(=O)COc1ccccc1 | -3.8 | -2 | 18 | 0 | 0.7 | -1 | -8 | -1.6 | 1.2 | 102 | 6
CC(NS(=O)(=O)c1ccc(OCC(=O)N2CCOCC2)c(Cl)c1)c1ccccc1 (stereo unspecified) | -3.8 | 2 | 16 | -10 | 4.0 | 3 | 29 | 1.4 | -0.2 | . | -5
COC(=O)CCC(=O)Nc1cc(S(=O)(=O)Nc2ccc(Cl)cc2)ccc1N1CCOCC1 | 2.2 | -2 | -11 | 1 | -1.1 | -1 | -31 | -3.6 | 0.0 | . | -48
CCN1C(=NCCc2cccnc2)N[C@@H](c2ccccc2)C(C(=O)OC)=C1C | 0.2 | 3 | -1 | -4 | 2.3 | 13 | . | -0.9 | . | 103 | -6
COC(=O)c1ccc(-c2noc(CN3CCCC(CNC(C)=O)C3)n2)cc1 (stereo unspecified) | -0.2 | -5 | 1 | -3 | 0.9 | -14 | 19 | -0.2 | -1.5 | 103 | 15
CCNC(=O)COC(=O)CCC(=O)c1cccs1 | -1.9 | -2 | 11 | 0 | 5.2 | -1 | 7 | 1.6 | 3.2 | 88 | 4
CS(=O)(=O)c1nc(S(=O)(=O)c2ccc(Cl)cc2)c(N2CCOCC2)s1 | -1.8 | -5 | 10 | 3 | 3.2 | 77 | -9 | -0.4 | 0.1 | 101 | 6
O=C(COC(=O)c1ccc(F)c(S(=O)(=O)N2CCOCC2)c1)c1ccc(Br)cc1 | -0.2 | -1 | 1 | 6 | . | . | . | . | 1.9 | 99 | 2
COc1ccc(Br)c(C(=O)NNC(=O)c2ccc(NS(=O)(=O)c3cccs3)cc2)c1 | -1.3 | -7 | 8 | -1 | 0.7 | 11 | -10 | 1.5 | 3.2 | 92 | 23
CC1CCN(CC(=O)Nc2ccccc2C#N)CC1 | -1.0 | -5 | 4 | -7 | 1.1 | -7 | 4 | -2.1 | 3.5 | 114 | 14
CCc1nc2ccccc2c(=O)n1NC(=O)c1c(O)c2ccccc2n(CC)c1=O | -1.7 | 5 | 8 | -8 | 4.3 | 18 | . | 2.7 | 2.0 | 113 | 15
C=CCNC(=S)N1CCN(C2CCCCC2)CC1 | -0.1 | 3 | 1 | 2 | 0.4 | -13 | -20 | -1.3 | 0.5 | 95 | -9

Molecules from the list above with a Cl atom, in the order listed:
SMILES | MOR-DOR ag | HTR5A ag ctr | MOR-DOR inv ag | PKA-R1A activ | AddAB inh | SUMO Mot1 rescue | PfHsp90 yeast 2 | E coli growth | phage Ecoli inh | DSG3 Ab inh | HTR5A inv ag
Cc1ccnc(NS(=O)(=O)c2ccc(NC(=O)Cc3ccc(Cl)cc3)cc2)n1 | 0.3 | 5 | -1 | 3 | -3.0 | -8 | -16 | -1.4 | -0.2 | 99 | -18
COc1ccc(OCC(=O)Nc2ccccc2Cl)cc1 | -1.4 | 1 | 7 | -5 | 2.0 | 0 | . | 0.6 | 0.8 | 124 | -12
NC(=O)C1CCN(c2ccc([N+](=O)[O-])cc2Cl)CC1 | -0.8 | 4 | 4 | -1 | -0.1 | 84 | -19 | 2.2 | 3.8 | 98 | -4
CC(NS(=O)(=O)c1ccc(OCC(=O)N2CCOCC2)c(Cl)c1)c1ccccc1 (stereo unspecified) | -3.8 | 2 | 16 | -10 | 4.0 | 3 | 29 | 1.4 | -0.2 | . | -5
COC(=O)CCC(=O)Nc1cc(S(=O)(=O)Nc2ccc(Cl)cc2)ccc1N1CCOCC1 | 2.2 | -2 | -11 | 1 | -1.1 | -1 | -31 | -3.6 | 0.0 | . | -48
CS(=O)(=O)c1nc(S(=O)(=O)c2ccc(Cl)cc2)c(N2CCOCC2)s1 | -1.8 | -5 | 10 | 3 | 3.2 | 77 | -9 | -0.4 | 0.1 | 101 | 6

Screens from PubChem BioAssay.
